High-throughput results as filed in PubChem.
rTrxR1 inhibitor: blocks rat thioredoxin reductase 1; hit rate 1% among 390,000; AID 588453; recombinant rTrxR1, NADPH fluorescence consumption, selenite substrate; O89049; Potency, µM (doses to about 114 µM), inactives show at the highest dose activity change, negative = inhibition, hits mostly inhibitors; further: on the % scale 0 is the no-effect control and ±100 the full control effect; nearly all actives have a fitted effect of over 65% in size
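Rat TrxR1 (90 nM in the dispensed reagent) was pre-reduced with 400 uM NADPH for 5 min at room temperature, then incubated with compound for 15 min. After 400 uM selenite was added, NADPH fluorescence (Ex 340/Em 450 nm) was followed for 8 min.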
JMJD2A Tudor: blocks the human JMJD2A Tudor domain; AlphaScreen JMJD2A-Tudor / H3K4me3 peptide binding; AID 504339; Potency, µM (doses to about 114 µM), for the others: top-dose activity change, negative = inhibition, hits mostly inhibitors; O75164; hit rate 4.4% among 390,000; further: on the % scale 0 is the no-effect control and ±100 the full control effect; nearly all actives have a fitted effect of over 50% in size
RGS4 inh: inhibitors of human regulator of G protein signaling 4 | P49798 | Transcreener GDP fluorescence polarization, RGS4-accelerated GTP hydrolysis | Potency, µM (highest dose often 114 µM), without a hit: at the top dose activity change, negative = inhibition, hits mostly inhibitors | hit rate 0.039% among 390,000; further: on the % scale 0 is the no-effect control and ±100 the full control effect; nearly all actives have a fitted effect of over 75% in size; some results filed as inactive show a strong effect at the top dose
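MLSMR compounds (23 nl, pin-transferred) preincubated 10 min at room temperature with a 500nM (2x) first reagent, then RGS4 at 900nM (2x) plus Transcreener GDP mix added; fluorescence polarization (620/688 nm) read before and after 90 min at 30 °C.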
Tb PGK inh: blocks T. brucei phosphoglycerate kinase; P07378; PGK/GAPDH coupled, Kinase-Glo luminescence, 60 min; Potency, µM (top dose mostly 57.5 µM), for inactives: at the highest dose activity change, negative = inhibition, usual class: inhibitors; hit rate 0.043% among 380,000; AID 602233; further: on the % scale 0 is the no-effect control and ±100 the full control effect; nearly all actives have a fitted effect of over 60% in size
Target sequence (P07378 whole entry, looked up): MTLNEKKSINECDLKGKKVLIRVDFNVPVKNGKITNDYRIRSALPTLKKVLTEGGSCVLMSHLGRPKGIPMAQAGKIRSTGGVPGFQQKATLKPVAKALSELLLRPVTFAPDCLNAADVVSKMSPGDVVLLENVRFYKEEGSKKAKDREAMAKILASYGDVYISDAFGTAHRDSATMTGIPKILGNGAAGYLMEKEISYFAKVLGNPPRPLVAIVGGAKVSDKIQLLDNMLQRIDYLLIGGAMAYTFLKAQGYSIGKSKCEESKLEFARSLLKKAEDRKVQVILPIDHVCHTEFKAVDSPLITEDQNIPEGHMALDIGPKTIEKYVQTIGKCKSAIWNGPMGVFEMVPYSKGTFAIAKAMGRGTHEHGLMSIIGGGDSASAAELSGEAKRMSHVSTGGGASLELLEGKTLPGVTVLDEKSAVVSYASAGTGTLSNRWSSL
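Recombinant glycosomal PGK reaction used 1,3-bisphosphoglycerate generated in-well by GAPDH (100nM final) in 100mM TEA pH 7.6, 5mM MgCl2, 0.01% Tween-20. After 60 minutes at room temperature, ATP was read by Kinase-Glo Plus luminescence end-point.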
GLS inh: glutaminase GLS (human) inhibition; O94925; GLS enzymatic activity, qHTS titration; Potency, µM (series often up to 45.5 µM), inactives show top-dose activity change, negative = inhibition, actives largely listed as inhibitors; hit rate 0.21% among 410,000; AID 624170; further: on the % scale 0 is the no-effect control and ±100 the full control effect
Target sequence (O94925 whole entry, looked up): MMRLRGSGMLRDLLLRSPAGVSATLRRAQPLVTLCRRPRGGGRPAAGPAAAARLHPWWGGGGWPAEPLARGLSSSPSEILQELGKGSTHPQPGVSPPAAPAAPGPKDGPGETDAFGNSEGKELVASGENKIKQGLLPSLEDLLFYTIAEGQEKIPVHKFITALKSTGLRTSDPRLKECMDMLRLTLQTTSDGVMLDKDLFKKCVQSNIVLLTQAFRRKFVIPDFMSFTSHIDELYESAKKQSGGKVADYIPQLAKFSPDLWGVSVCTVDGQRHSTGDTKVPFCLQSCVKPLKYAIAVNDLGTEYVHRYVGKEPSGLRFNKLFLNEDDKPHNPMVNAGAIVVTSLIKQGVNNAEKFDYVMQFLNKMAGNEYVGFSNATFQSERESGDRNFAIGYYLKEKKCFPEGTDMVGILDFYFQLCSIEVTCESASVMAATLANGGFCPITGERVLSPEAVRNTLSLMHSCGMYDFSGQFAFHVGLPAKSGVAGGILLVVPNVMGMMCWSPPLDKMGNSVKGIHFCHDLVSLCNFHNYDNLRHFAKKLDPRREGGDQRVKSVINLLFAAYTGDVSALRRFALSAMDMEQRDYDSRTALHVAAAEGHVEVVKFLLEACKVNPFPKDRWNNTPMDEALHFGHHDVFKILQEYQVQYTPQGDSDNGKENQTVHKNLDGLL
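Two-point fluorescence kinetic (t0, 30 min RT) for hKGA; glutamate detected via glutamate oxidase–HRP–Amplex Red. Substrate: 1 mM L-glutamine solution; buffer 45 mM KH2PO4, pH 8.2.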
12-LOX inh: inhibitors of human 12S-lipoxygenase ALOX12; purified 12hLO, xylenol orange hydroperoxide absorbance; AID 1671190; Potency, µM (highest dose often 108 µM), for the others: top-dose activity change, negative = inhibition, usual class: inhibitors; hit rate 1.1% among 580,000; further: on the % scale 0 is the no-effect control and ±100 the full control effect
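Purified human 12hLO (150 nM final) in 25 mM Hepes, 0.01% Triton X-100, pH 7.0 was preincubated 15 min at room temperature with compound. Then 40 uM arachidonic acid was added, 30 min. Hydroperoxide was read by Fe-XO absorbance ratio 573/405 nm.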
Pin1 inh: blocks the human prolyl isomerase Pin1 | Q13526 | Pin1 FP peptide displacement, HiFluor488, 10 min | Potency, µM (series often up to 115 µM), inactives show top-dose activity, negative = inhibition, hits mostly inhibitors | hit rate 0.009% among 390,000 | AID 504891; active means well fitted inhibition curve with a large enough effect in the polarisation, with a control signal flat, not every such curve was filed as active; inconclusive means small, poorly fitted or top-dose-only effect, or effect the other way, or a change in a side signal; inactive means no such curve, though single readings can be large or run the other way; the % refers to the polarisation; further: on the % scale 0 is the no-effect control and ±100 the full control effect
HP1b chromo inh: HP1-beta chromodomain-methylated histone interaction inhibition | AlphaScreen HP1-beta / biotin-H3K9me3 peptide binding | P83916 | hit rate 0.56% among 390,000 | Potency, µM (top dose mostly 114 µM), for inactives: at the highest dose activity change, negative = inhibition, hits mostly inhibitors; further: nearly all actives have a fitted effect of over 70% in size; inactives centre near 23
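Compound inhibition of the preformed complex between 50 nM HP1-beta and 50 nM biotinylated H3K9me3 peptide was read by AlphaScreen. Buffer was PBS pH 7.4 with 0.01% Tween-20. Incubations ran 30 min at room temperature, with 10 ug/mL donor/acceptor beads.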
ERG Ets-DNA blk: ERG Ets/DNA interaction inhibition | Potency, µM (doses to about 76.9 µM), for inactives: at the highest dose FP activity, negative = inhibition, hits mostly inhibitors | AID 624246 | hit rate 0.028% among 370,000 | fluorescence polarization, His-ERG Ets domain / labelled DNA; active means well fitted inhibition curve with a large enough effect in the polarisation, with a control signal flat; inconclusive means small, poorly fitted or top-dose-only effect, or effect the other way, or a change in a side signal; inactive means no such curve, though single readings can be large or run the other way; the % refers to the polarisation;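 further: polarization taken with two DNA probes labelled with fluorescein and Texas red; % of control where 0% means no effect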
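His-tagged ERG Ets domain (1 uM in the protein solution; 300mM KCl, 50mM Tris-HCl, 1mM EDTA, 1mM DTT, pH 7.5) received compound, then a probe mix of 5 nM fluorescein-DNA and 100nM Texas-615-DNA. Fluorescence polarization was read for both dyes.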
* hit, by the source's call; i = inactive; ? = inconclusive; · = not tested or not shown; & = joins results of further samples; [ ] = remark or other dose. Unless noted, the call rests on the fitted dose curve; in most records, active means well fitted curve in the direction sought with a large enough effect; inconclusive means small, poorly fitted or top-dose-only effect, or another doubt; inactive means no such curve, though single readings can be large; an effect the other way counts as inactive or inconclusive. Potency means the concentration at half of the fitted maximal effect.

SMILES	rTrxR1 inhibitor	JMJD2A Tudor	RGS4 inh	Tb PGK inh	GLS inh	12-LOX inh	Pin1 inh	HP1b chromo inh	ERG Ets-DNA blk
CCCn1[nH]cc(SC)c(=O)c1=O	2.5%	25.1µM*	17.3%	11.8%	27.8%	?	-10.5%	-11.2%	-6.1%
CCOC(=O)CC1(c2ccccc2)CCOC(C)(C)C1 (stereo not given)	-2.1%[57.1 µM]	3.2%	1.7%	-1.7%	1.2%	-40.2%	0.3%	20.6%	0.6%
COc1ccc(C2C3=C(CCCC3=O)Nc3ccc4ncccc4c32)cc1OC (stereo not given)	-0.2%[57.1 µM]	-10.5%	-26.6%	3.1%	2.6%	-3.7%	7.6%	11.3%	0.3%
Cc1ccc(S(=O)(=O)Nc2cccc3c2O[C@H](CN(C)C(=O)Nc2ccc(C(F)(F)F)cc2)[C@@H](C)CN([C@H](C)CO)C3=O)cc1	6.7%	-25.3%	-10.5%	-1.0%	0.7%	3.5%	10.0%	13.6%	10.2%
COc1ccccc1NS(=O)(=O)c1ccc(C(=O)NCC(c2ccccc2OC)N(C)C)cc1 (stereo not given)	12.6%	-13.9%	-12.8%	-4.6%	1.4%	?	-6.2%	10.4%	-3.5%
O=C(CC1Sc2ccccc2NC1=O)OCc1cc(=O)oc2cc(O)ccc12 (stereo not given)	-1.8%	-33.8%	14.5%	1.3%	-4.0%	?	?	-1.1%	·
CC(=O)c1cnc2nc(C(F)(F)F)nn2c1C	-7.5%	-5.4%	5.7%	-1.0%	5.4%	0.0%	-0.3%	24.1%	2.0%
Cc1oc(-c2cc(F)ccc2F)nc1CN1CCN(C)C(=O)[C@@H]1C	-0.1%	-7.6%	18.1%	1.6%	7.1%	1.6%	-0.1%	30.1%	4.2%
CCc1nnc(NC(=O)Cn2nc(-c3ccc(OC)c(OC)c3)ccc2=O)s1	12.3%[57.1 µM]	-12.9%	-25.8%	i	8.2%	0.0%	0.3%	22.3%	6.0%
CCOC(=O)c1ccccc1NC(=O)c1cc2ccccc2o1	13.7%	-6.5%	-17.3%	-0.2%	-3.0%	12.4%	-2.5%	51.1%[activator]	-9.0%
Cc1ccccc1OCC(=O)N/N=C1\CC(=O)CC(C)(C)C1	-6.1%	-16.6%	13.1%	-7.6%	16.2%	-7.5%	-4.2%	36.7%	-8.6%
COc1ccc(CN(Cc2ccccn2)S(=O)(=O)c2ccc(-n3cnnn3)cc2)cc1	-5.9%	-17.1%	-7.8%	12.0%	82.8%[activator]	·	0.0%	17.0%	2.9%
CCc1ccc(/C([O-])=C(/C(=S)NCCN2CCOCC2)[n+]2ccccc2)cc1	7.7%	-26.1%	-5.8%	-2.4%	6.0%	-7.3%	1.8%	-1.7%	2.6%
CC1CCCN(Cc2nc3c(c(=O)n(C)c(=O)n3C)n2Cc2ccc(Cl)cc2)C1 (stereo not given)	23.3%	-4.0%	9.1%	-7.8%	-5.0%	-3.4%	-6.9%	56.4%[activator]	0.4%
O=[N+]([O-])c1cccc(-c2nnc(C3CC3)o2)c1	6.2%[11.4 µM]	-16.1%	-4.0%	8.1%	-1.5%	121.2%[activator]	-0.7%	4.1%	-2.0%

Brought forward from above: two compounds, followed by the next part.
SMILES	rTrxR1 inhibitor	JMJD2A Tudor	RGS4 inh	Tb PGK inh	GLS inh	12-LOX inh	Pin1 inh	HP1b chromo inh	ERG Ets-DNA blk
CC1CCCN(Cc2nc3c(c(=O)n(C)c(=O)n3C)n2Cc2ccc(Cl)cc2)C1 (stereo not given)	23.3%	-4.0%	9.1%	-7.8%	-5.0%	-3.4%	-6.9%	56.4%[activator]	0.4%
O=[N+]([O-])c1cccc(-c2nnc(C3CC3)o2)c1	6.2%[11.4 µM]	-16.1%	-4.0%	8.1%	-1.5%	121.2%[activator]	-0.7%	4.1%	-2.0%
COc1ccccc1C1NC(c2ccc3c(c2)OCO3)=CC(c2ccccc2O)N1 (stereo not given)	-15.6%	-9.2%[57.1 µM]	-4.5%	·	·	·	12.3%	2.5%[57 µM]	·
Cc1cc2c(ncn2C(C)C)c(NS(=O)(=O)c2ccc(F)cc2)c1C	12.5%[57.1 µM]	-11.1%	-2.3%	i	4.6%	-14.5%	7.6%	16.2%	-4.0%
COc1ccccc1C#Cc1ccc2c(=O)c3ccccc3n(C)c2c1	-9.5%	24.6%	-13.2%	8.1%	3.6%	-2.7%	-1.8%	44.9%[activator]	6.3%
CCOc1ccc(N2CC(C(=O)Nc3ccc(S(=O)(=O)Nc4ncccn4)cc3)CC2=O)cc1 (stereo not given)	-4.3%[57.1 µM]	-10.4%	-13.2%	-3.3%	6.4%	-21.2%	-3.1%	36.7%	-5.4%
Cc1ccc(CCNC(=O)C2CCN(C(=O)c3sccc3-n3cccc3)CC2)cc1	-21.9%	-29.4%	-4.4%	-2.9%	0.3%	18.9%	3.7%	8.4%	-7.1%
O=C(NN1C(=O)c2ccccc2C1=O)C1C2CCCCC21 (stereo not given)	-16.2%	-13.8%	-1.7%	6.0%	13.7%	-13.5%	-9.3%	19.5%	·
N#Cc1c[nH]n2c(NC3CCCCC3)c(-c3ccc(F)cc3)nc12	14.9%	-24.5%	21.0%	-5.7%	?	3.8%	0.6%	12.9%	-1.0%
CCOC(=O)CN1C(=O)N[C@@H](CCc2ccccc2)C(C(C)=O)=C1C	10.5%[57.1 µM]	-14.5%	23.6%	1.4%	-5.0%	-2.3%	-2.6%	27.2%	-1.4%
CC(NO)/C(=N\O)c1cccs1 (stereo not given)	-5.1%	79.4µM*	-15.9%	-3.7%	-17.8%	-10.3%	-3.9%	?	·
O=C(Cn1c(=O)c2cccn2c2ccc(F)cc21)Nc1cccc(F)c1	22.4%	-20.1%	7.1%	7.0%	-2.3%	-12.2%	-2.2%	21.8%	0.8%
COc1ccc(S(=O)(=O)NC2CCN(Cc3ccccc3)CC2)cc1NC(C)=O	9.6%	-2.3%	-2.9%	9.1%	-0.5%	-0.4%&26.3%	-3.6%	23.7%	7.0%
Cc1cc(-c2ccccc2)nc(N(C)N)c1S(C)(=O)=O	-6.1%	-20.8%	21.5%	-1.4%	4.4%	-4.2%	-0.1%	41.3%[activator]	-1.8%
CC(c1c(O)c2ccccc2[nH]c1=O)C1(C)CCC(O)C(C)(C)O1 (stereo not given)	4.7%[57.1 µM]	-15.6%	11.0%	i	-2.8%	-11.4%	-3.0%	43.7%[activator]	11.8%
O=C(c1cccn(Cc2ccc(Cl)c(Cl)c2)c1=O)N1CCOCC1	-8.8%	-12.7%	-12.5%	-9.4%	-8.4%	6.1%	-0.2%	33.8%	0.1%
O=C(CCc1ccc(O)cc1)NNC(=S)NCCc1ccccc1	0.7%	-14.8%	-8.0%	-0.9%	20.2%	148.7%[activator]	0.9%	37.0%	0.3%

Part of the list above, in markdown:
| SMILES | rTrxR1 inhibitor | JMJD2A Tudor | RGS4 inh | Tb PGK inh | GLS inh | 12-LOX inh | Pin1 inh | HP1b chromo inh | ERG Ets-DNA blk |
| --- | --- | --- | --- | --- | --- | --- | --- | --- | --- |
| COc1ccc(S(=O)(=O)NC2CCN(Cc3ccccc3)CC2)cc1NC(C)=O | 9.6% | -2.3% | -2.9% | 9.1% | -0.5% | -0.4%&26.3% | -3.6% | 23.7% | 7.0% |
| O=C(c1cccn(Cc2ccc(Cl)c(Cl)c2)c1=O)N1CCOCC1 | -8.8% | -12.7% | -12.5% | -9.4% | -8.4% | 6.1% | -0.2% | 33.8% | 0.1% |
| Cc1cc2c(ncn2C(C)C)c(NS(=O)(=O)c2ccc(F)cc2)c1C | 12.5%[57.1 µM] | -11.1% | -2.3% | i | 4.6% | -14.5% | 7.6% | 16.2% | -4.0% |
| CCOC(=O)CN1C(=O)N[C@@H](CCc2ccccc2)C(C(C)=O)=C1C | 10.5%[57.1 µM] | -14.5% | 23.6% | 1.4% | -5.0% | -2.3% | -2.6% | 27.2% | -1.4% |

Going on with the list:
SMILES	rTrxR1 inhibitor	JMJD2A Tudor	RGS4 inh	Tb PGK inh	GLS inh	12-LOX inh	Pin1 inh	HP1b chromo inh	ERG Ets-DNA blk
CCN(c1ccccc1)S(=O)(=O)c1ccc(Cl)c(NC(=O)CN(C)C2CCN(C)CC2)c1	18.7%	?	-2.5%	-10.4%	-5.9%	-26.7%	-0.8%	?	0.8%
CCn1nc(C)c(/C=N\NC(=O)c2cccc(OC)c2)c1C	7.0%	-3.4%	-5.1%	-3.6%	-3.5%	-10.6%	-4.2%	33.8%	14.2%
Cc1[nH]c2ccccc2c1C(=O)C(=O)N1CCN(c2ccccc2F)CC1	9.7%	-22.0%	25.7%	-8.1%	14.2%	-13.8%	-7.8%	5.6%[57 µM]	19.4%
COc1ccccc1N1C(=O)C2CCC(c3ccccc3)CC2C1=O (stereo not given)	?	-7.4%	23.8%	-2.3%	12.4%	?	0.0%	14.6%	1.6%
COc1ccc(CNC(=O)CCC(=O)N2CCN(S(=O)(=O)c3ccc(Cl)cc3)CC2)cc1	16.6%[57.1 µM]	-8.0%	-15.6%	-6.7%	1.5%	?	-12.3%	32.9%	-5.2%
COc1ccc(S(=O)(=O)N(CC(=O)Nc2ccc(F)c(Cl)c2)c2ccc(C)cc2)cc1OC	13.4%[57.1 µM]	-5.1%	0.9%	10.3%	-1.9%	?	5.8%	33.7%	4.4%
Cc1nc2cc(N3CCN(C)CC3)c(NC(=O)Cc3ccccc3)cc2c(=O)n1Cc1ccccc1	-12.6%	-26.7%	-11.8%	-7.5%	-1.8%	-29.9%	0.9%	9.5%	-3.1%

Only part of the results is shown; count on the stated rates, not on these rows.
